Screening data deposited in PubChem BioAssay by National Center for Advancing Translational Sciences (NCATS).
RGS4 inhibitor: Inhibitors of Regulator of G Protein Signaling (RGS) 4: qHTS; Regulator of G-protein signaling 4 (Homo sapiens), P49798; Transcreener GDP fluorescence polarization, RGS4-accelerated GTP hydrolysis; Potency, µM (series often up to 114 µM), without a hit: at the top dose activity change, negative = inhibition, actives largely listed as inhibitors; hit rate 0.039% among 390,000; AID 504845, 2011; also: potency is read from the fitted curve at half-maximal effect; % is scaled to controls: 0 for no effect and ±100 for the full control effect; nearly all actives have a fitted effect of over 75% in size; some results filed as inactive show a strong effect at the top dose
Target sequence (P49798 whole entry, looked up): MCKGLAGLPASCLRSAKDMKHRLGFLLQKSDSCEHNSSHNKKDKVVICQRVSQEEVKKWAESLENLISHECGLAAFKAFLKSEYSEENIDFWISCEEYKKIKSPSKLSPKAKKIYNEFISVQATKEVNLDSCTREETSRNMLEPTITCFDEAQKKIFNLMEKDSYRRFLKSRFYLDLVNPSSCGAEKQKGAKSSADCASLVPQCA
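MLSMR compounds (23 nl, pin-transferred) preincubated 10 min at room temperature with a 500nM (2x) first reagent, then RGS4 at 900nM (2x) plus Transcreener GDP mix added; fluorescence polarization (620/688 nm) read before and after 90 min at 30 °C.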
rTrxR1 inhibitor: qHTS Assay for Inhibitors of Mammalian Selenoprotein Thioredoxin Reductase 1 (TrxR1): qHTS; recombinant rTrxR1, NADPH fluorescence consumption, selenite substrate; Thioredoxin reductase 1, cytoplasmic (Rattus norvegicus), O89049; AID 588453, 2011; Potency, µM (series often up to 114 µM), without a hit: at the top dose activity change, negative = inhibition, hits mostly inhibitors; hit rate 1% among 390,000; also: potency is read from the fitted curve at half-maximal effect; % is scaled to controls: 0 for no effect and ±100 for the full control effect; nearly all actives have a fitted effect of over 65% in size
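Rat TrxR1 (90 nM in the dispensed reagent) was pre-reduced with 400 uM NADPH for 5 min at room temperature, then incubated with compound for 15 min. After 400 uM selenite was added, NADPH fluorescence (Ex 340/Em 450 nm) was followed for 8 min.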
Vif-A3G inh: qHTS for Inhibitors of Vif-A3G Interactions: qHTS. DNA dC->dU-editing enzyme APOBEC-3G (Homo sapiens), Q9HC16. HeLa A3G-eYFP + Vif (tagged APOBEC3G with the HIV-1 protein that degrades it), YFP fluorescence, overnight. Potency, µM (series often up to 46.1 µM), inactives show at the highest dose activity, negative = active, most hits filed as inhibitors. hit rate 0.076% among 410,000. AID 602310, 2012;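 also: potency is read from the fitted curve at half-maximal effect; % is scaled to controls: 0 for no effect and ±100 for the full control effect; nearly all actives have a fitted effect of over 60% in size; hits raise eYFP signal because A3G escapes Vif-driven loss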
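Read-out is eYFP fluorescence (Ex 488/Em 500-530) from Vif-expressing HeLa A3G-eYFP cells; more signal means A3G escaped Vif-mediated degradation. Cells plated overnight, compound pinned in, incubated overnight at 37 deg C.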
USP1-UAF1 inh: Inhibitors of USP1/UAF1: Primary Screen. Ubiquitin carboxyl-terminal hydrolase 1 (Homo sapiens), O94782. recombinant USP1/UAF1, Ub-Rhodamine cleavage fluorescence. Potency, µM (highest dose often 57.1 µM), for the others: top-dose activity change, negative = inhibition, usual class: inhibitors. hit rate 0.23% among 390,000; also: potency is read from the fitted curve at half-maximal effect; % is scaled to controls: 0 for no effect and ±100 for the full control effect; nearly all actives have a fitted effect of over 60% in size; inactives centre near -12
Target sequence (O94782 whole entry, looked up): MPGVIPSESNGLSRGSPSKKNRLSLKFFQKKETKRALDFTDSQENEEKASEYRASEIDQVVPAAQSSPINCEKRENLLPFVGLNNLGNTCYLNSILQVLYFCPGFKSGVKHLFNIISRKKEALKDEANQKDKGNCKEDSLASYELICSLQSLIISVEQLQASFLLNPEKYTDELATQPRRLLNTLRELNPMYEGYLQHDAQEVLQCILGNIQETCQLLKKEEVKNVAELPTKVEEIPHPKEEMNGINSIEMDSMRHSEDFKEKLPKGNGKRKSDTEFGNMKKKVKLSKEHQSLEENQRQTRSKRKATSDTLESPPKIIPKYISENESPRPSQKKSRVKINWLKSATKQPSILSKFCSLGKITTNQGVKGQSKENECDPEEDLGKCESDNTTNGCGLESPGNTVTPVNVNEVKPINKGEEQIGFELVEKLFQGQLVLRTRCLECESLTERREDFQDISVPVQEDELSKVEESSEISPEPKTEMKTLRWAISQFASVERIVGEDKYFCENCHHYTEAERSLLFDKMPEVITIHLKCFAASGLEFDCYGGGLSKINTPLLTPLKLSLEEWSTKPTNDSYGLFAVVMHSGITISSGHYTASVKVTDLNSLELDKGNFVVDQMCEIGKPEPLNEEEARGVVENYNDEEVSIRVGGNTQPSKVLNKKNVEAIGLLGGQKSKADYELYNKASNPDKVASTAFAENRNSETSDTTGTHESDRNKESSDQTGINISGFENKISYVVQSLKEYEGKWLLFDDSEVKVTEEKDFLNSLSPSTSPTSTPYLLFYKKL
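Step one: compound is pinned into 1nM USP1/UAF1 in HEPES pH 7.8 buffer with TCEP. Step two: 15 min room-temperature incubation. Step three: Ub-Rho (150nM final) starts cleavage, tracked by fluorescence over six one-minute reads.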
LDHA inh: qHTS assay for inhibitors of human lactate dehydrogenase; hit rate 0.15% among 480,000; activity change, % (values are at about 110 or 230 µM); AID 1347041, 2019; purified LDHA, NADH/diaphorase-resazurin fluorescence; active compounds read low; L-lactate dehydrogenase A chain (Homo sapiens), P00338; in the data active = activity change below about -30%; inconclusive = mostly about -25% to -30%;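 also: plate controls were DMSO wells for no effect and wells without enzyme for full effect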
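Remaining NADH was detected by diaphorase (0.133 mg/mL) converting 37 µM resazurin to fluorescent resorufin, read at 0 and 20 minutes. The preceding 5-minute room-temperature reaction used 2 nM LDHA, 0.2 mM sodium pyruvate and 0.06 mM NADH at pH 7.4.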
GRP78 ERSR act: qHTS for Inducers of the Endoplasmic Reticulum Stress Response (ERSR) in Human Glioma: qHTS | U87-MG GRP78 promoter luciferase reporter, 16 h | Potency, µM, inactives show at the highest dose activation, most hits filed as activators | hit rate 0.02% among 420,000 | AID 602332, 2012; also: potency is read from the fitted curve at half-maximal effect; series mostly up to about 76 µM; % of control where 0% means no effect; nearly all actives have a fitted effect of over 35% in size
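Stably transfected U87-MG glioma cells carrying a GRP78-based luciferase sensor; 16 h compound incubation. Luminescence end-point read 10 min after Bright-Glo addition at room temperature.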
Vif-APOBEC3F blk: qHTS for Inhibitors of Vif-A3F Interactions: qHTS. hit rate 0.2% among 390,000. Potency, µM (highest dose often 46.1 µM), for the others: at the highest dose activity, negative = active. HeLa A3F-eYFP + Vif (tagged APOBEC3F with the HIV-1 protein that degrades it), YFP fluorescence increase; also: potency is read from the fitted curve at half-maximal effect; % of control where 0% means no effect; nearly all actives have a fitted effect of over 65% in size
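HeLa cells stably expressing Vif plus C-terminally eYFP-tagged A3F were seeded, incubated overnight at 37 deg C, dosed with compound, incubated overnight again at 37 deg C. Yellow fluorescence (Ex 488/Em 500-530) reported blocked Vif-mediated A3F-eYFP degradation.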
TrxR1 substrate: qHTS Assay for Substrates of Mammalian Selenoprotein Thioredoxin Reductase 1 (TrxR1): qHTS; Thioredoxin reductase 1, cytoplasmic (Rattus norvegicus), O89049; purified TrxR1 substrate turnover, NADPH consumption readout; Potency, µM (highest dose often 114 µM), for the others: at the top dose activity change, negative = substrate turnover; hit rate 0.01% among 390,000; AID 588456, 2011; also: potency is read from the fitted curve at half-maximal effect; % is scaled to controls: 0 for no effect and ±100 for the full control effect; nearly all actives have a fitted effect of over 50% in size
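Rat TrxR1, dispensed at 90 nM, was prereduced with 400 uM NADPH (final) for 5 min at ~22 deg C, then incubated with compound 15 min before 400 uM selenite. A first-read NADPH fluorescence drop versus no-compound background flagged substrates.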
IDH1 R132H inh: qHTS for Inhibitors of mutant isocitrate dehydrogenase 1 (IDH1): qHTS; IDH1-R132H enzyme, NADPH consumption, diaphorase/resazurin fluorescence; Potency, µM (highest dose often 76.6 µM), inactives show at the highest dose activity change, negative = inhibition, hits mostly inhibitors; hit rate 0.093% among 390,000; also: potency is read from the fitted curve at half-maximal effect; % is scaled to controls: 0 for no effect and ±100 for the full control effect; nearly all actives have a fitted effect of over 65% in size
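IDH1-R132H (0.5 ug/mL) preincubated 30 min with compound, then NADPH (0.016 mM) and alpha-KG (2 mM) added; 80 min at RT, pH 7.5. Remaining NADPH coupled via diaphorase/resazurin to fluorescence (540/590 nm); concentration-response curves normalized to no-enzyme control.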
* = called active by the depositor; ? = inconclusive; . = no result given; & = joins results of further samples; [ ] = dose if it differs, or a comment. Unless noted, calls follow the shape of the dose curve; as a rule, active = well fitted curve in the direction sought with a large enough effect; inconclusive = small, poorly fitted or top-dose-only effect, or another doubt; inactive = no such curve, though single readings can be large; an effect the other way counts as inactive or inconclusive. Not all compounds are listed (hit frequency here may not be typical).

SMILES	RGS4 inhibitor	rTrxR1 inhibitor	Vif-A3G inh	USP1-UAF1 inh	LDHA inh	GRP78 ERSR act	Vif-APOBEC3F blk	TrxR1 substrate	IDH1 R132H inh
Cc1cccc(OC(C)C(=O)N(Cc2cccs2)C2CCS(=O)(=O)C2)c1C (stereo not drawn)	19%	29%	0%	-1%	-13	-2%	-3%	7%	8%
C=CCNC(=S)NNC(=O)C(CCCC)CC(C)(C)O (stereo not drawn)	-4%	-9%	-1%	7%	0	1%	1%	-7%	-1%
CCN(C(=O)COC(=O)c1n[nH]c2ccccc12)C1CCS(=O)(=O)C1 (stereo not drawn)	-2%	-2%	0%	-20%	-6	0%	-3%	11%	2%
CCOC(=O)c1ccccc1NC(=O)N1CC(C)Oc2ccc(C)cc21 (stereo not drawn)	3%	3%	-14%	?	2	8%	-10%	-5%	17%
Cc1cccc(NC(=O)C2CCN(C(=O)c3ccc(Cl)cc3)CC2)n1	0%	-2%	0%	-24%	-2	-3%	-10%	-5%	2%
COc1ccccc1N1CCN(CC(O)COc2cccc3ccccc23)CC1 (stereo not drawn)	?	?	-3%&0%	8%&-17%	-2&0	-3%&-1%&1%&-6%	13%&8%	-3%[57.1 µM]	13%&-4%
CCNc1cc2oc(=O)c(CN3CCOCC3)c(C)c2cc1C	3%	?	1%	-27%	0	-3%	-3%	.	5%
C[C@@H]1CCCCO[C@@H](CN(C)S(=O)(=O)c2ccc(Cl)cc2)[C@@H](C)CN([C@H](C)CO)C(=O)c2cc(N(C)C)ccc2O1	.	.	0%	-26%	-1	-3%	8%	.	-3%
COc1ccc(NC(=O)CC2Oc3ccc(C)cc3NC2=O)cc1Cl (stereo not drawn)	14%	37%[activator]	3%	?	?	-2%	8%	8%	0%
CN1CCN(S(=O)(=O)c2ccc(C#N)cc2)C(c2ccccc2)C1 (stereo not drawn)	7%	-15%	-8%	-18%	-1	-4%	-8%	-6%	-3%
Cc1nnc(NC(=O)CCn2cnc3ccccc3c2=O)s1	16%	23%[57.1 µM]	-5%	-13%	-8	-1%	5%	10%[57.1 µM]	-2%
COc1cccc(NC(=O)C2CCCN2C(=O)OCc2ccccc2)c1 (stereo not drawn)	-7%	9%[57.1 µM]	1%	-3%	-5	-1%	-8%	5%[57.1 µM]	1%
O=C(/C=C/c1ccc(S(=O)(=O)N2CCOCC2)cc1)Nc1ccc(F)c(F)c1F	-17%	14%	1%	-13%	-6	-3%	1%	2%	6%
CC(=O)Nc1cccc(NC(=O)CSc2nnc3ccc(-c4ccccn4)nn23)c1	7%	6%	2%	-9%	2	-1%	3%	-1%	8%
Cc1ccccc1-n1c(C)cc(/C=C(\C#N)C(=O)NCC2CCCO2)c1C (stereo not drawn)	-9%	-12%	2%	-7%	0	2%	5%	-1%	11%
CN(c1ccc(OCC(=O)NC2CCC(O)CC2)cc1)S(=O)(=O)c1ccc(Cl)cc1 (stereo not drawn)	15%	25%	-1%	-23%	6	-4%	-6%	4%	-6%
Cc1ccc(Nc2c(-c3ccc(C)s3)nc3ncccn23)cc1	-2%	2%	-2%	-10%	-4	4%	0%	5%	-4%
N#Cc1cccnc1N1CCN(C(=O)c2cccc3c2C(=O)c2ccc(-c4ccc(F)cc4OCc4ccccc4)cc2S3(=O)=O)CC1	-6%	5%	2%	-14%	2	-3%	-2%	6%	-3%
CCOC(=O)c1ccc(-n2c(CN(CC)CC)nc3ccc([N+](=O)[O-])cc3c2=O)cc1	?	?	-3%	?	4	-1%	-2%	1%	2%
CN(C(=O)CSc1nnnn1-c1ccccc1)C1CCS(=O)(=O)C1 (stereo not drawn)	3%	11%[57.1 µM]	3%	-2%	-5	-5%	-15%	-2%	9%
CN(C)c1c(Cl)cc(/C=C/c2ccnc3ccccc23)cc1Br	.	-7%	-13%	.	.	-2%	.	3%	.
CCN1CCN(Cc2nc3cc(NC(=O)COc4ccc([N+](=O)[O-])cc4)ccc3n2C)CC1	-9%[56.9 µM]	17%[57.1 µM]	1%	-8%	-1	8%	-11%	2%[57.1 µM]	-7%
Cc1ccc2[nH]c3c(=O)n(CC(=O)N(CCN(C)C)Cc4ccccc4)ncc3c2c1	-29%	-4%	3%	-24%	-2	-3%	2%	2%	3%
CC(C)C(=O)N1CCN(c2ccc(NC(=O)c3ccc4c(c3)OCCO4)cc2Cl)CC1	-3%	26%	-9%	-19%	-5	-4%	-2%	0%	18%
COCCNC(=O)c1cccc(-n2c(C)nc3cccnc32)c1	9%	7%	-1%	-19%	-13	-2%	2%	2%	1%
Cc1ccccc1SCC(=O)N1CCN(c2ccc(C(F)(F)F)cn2)CC1	7%	9%[57.1 µM]	1%	-3%	4	-5%	4%	6%[57.1 µM]	5%
C[C@H](CO)NC(=O)[C@@H]1C[C@H]1[C@@H](NP(=O)(c1ccccc1)c1ccccc1)c1ccccc1	11%	29%	-1%	-30%	5	-3%	-1%	18%[57.1 µM]	5%
C[C@@H]1CN([C@@H](C)CO)C(=O)CCCn2nncc2CO[C@H]1CN(C)Cc1cccc(O)c1	.	.	-1%	3%	1	-1%	-16%	.	-7%
CC(C)Cn1c(N2CCN(C(=O)c3cccs3)CC2)nc2ccccc21	6%	-5%[57.1 µM]	0%	-13%	-5	-6%	-4%	7%[57.1 µM]	1%
O=C(COc1ccc(Br)cc1CO)N1CCCc2ccccc21	-6%	-6%	0%	-23%	-5	-4%	4%	-3%	2%
COC(=O)Cc1[nH]nc2c1C1(CCSCC1)C(C#N)=C(N)O2	2%	5%	2%	2%	0	-4%	1%	2%	-1%
Oc1c(C(c2cccs2)N2CCN(c3ccccc3)CC2)sc2ncnn12 (stereo not drawn)	-9%	15%[57.1 µM]	-10%	-15%	-2	-2%	-7%	4%[57.1 µM]	5%
CCOc1ccc(NC(=O)C(C)N2C(=O)c3ccccc3C2=O)cc1 (stereo not drawn)	12%	6%[57.1 µM]	0%	0%	-3	-7%	-2%	0%[57.1 µM]	6%
O=S(=O)(NCC1CCCO1)c1ccc(Cl)c(C(F)(F)F)c1 (stereo not drawn)	-26%	12%	-1%	-23%	-11	1%	-2%	-3%	5%
CN1CCN(CCCc2c3c(cc4c2CCC4)CCC3)CC1	7%	-9%	-1%	4%	-7	-2%	-21%	-8%	-1%
COc1ccc(C/C(N)=N/OC(=O)COc2ccccc2C)cc1	-16%	9%	-2%	-2%	2	3%	?	-10%	1%
CCOc1ncccc1C(=O)Nc1ccc(F)c(F)c1	9%	22%[57.1 µM]	-7%	-10%	-5	-5%	11%	9%[57.1 µM]	5%
CC(C)Cn1c(=O)c2sccc2n2c(CCCC(=O)NCCc3ccccc3)nnc12	9%	1%	-4%	-12%	-5	2%	4%	2%	-11%
O=C(NNC(=S)Nc1ccccc1)c1ccc2ncccc2c1	-43%	2%[57.1 µM]	-3%	-14%	4	4%	-2%	0%[57.1 µM]	9%
CC[C@@H]1C(c2ccc(F)cc2)=NN(c2ccc(Br)cc2)[C@H]1C(=O)N1CCOC1=O	-12%	31%	?	-30%	1	-1%&-2%	-2%	22%	0%[38.3 µM]
O=C(NCc1cccs1)c1cc2c(s1)CCCC2	2%	-15%	-6%	-22%	3	0%	0%	-8%	11%
COc1ccc(CS(=O)(=O)CC(C)(O)c2ccccc2Cl)cc1 (stereo not drawn)	15%	1%[57.1 µM]	0%	-20%	-20	2%	2%	-1%[57.1 µM]	-3%
CCN(CC(O)Cn1c2ccccc2c2ccccc21)S(=O)(=O)c1ccc(F)cc1 (stereo not drawn)	-20%	8%	2%	-13%	5	-3%	1%	2%	-1%
COc1ccc2oc(-c3ccc(C)c(NC(=O)Cc4ccc(Cl)cc4)c3)nc2c1	37%	14%	-3%	-15%	-2	1%	2%	7%[11.4 µM]	-4%
COc1cccc(OC)c1C(=O)OCC(=O)NCc1ccco1	-11%	?	-4%	-11%	-6	-3%	0%	8%	14%
NC(=O)c1cnn(-c2ccc3ccccc3c2)c1N	2%	-1%[57.1 µM]	-5%	-12%	-7	5%	-4%	7%[57.1 µM]	4%
CC[C@H]1C/C=C\Cc2ccccc2[C@@H](C(=O)C[C@@H](O)CC(C)=O)OC1=O	26%	14%	4%	?	-6	-2%	3%	3%	0%
COc1ccc(S(=O)(=O)N2CCCCCC2)cc1C(=O)N(C)CC(=O)Nc1ccc(Cl)c(Cl)c1	-25%	15%	-3%	-21%	-7	-2%	-9%	1%	-1%
